NPYLR7 agonist: agonists of mosquito NPYLR7 receptor, primary screen, cell-based, Aedes aegypti, calcium fluorescence, mosquito biting behavior; HEK293T NPYLR7/Galpha15, GCaMP6s calcium fluorescence; activation, % at 10 µM; actives 0.15% (n = 270,000); AID 1259423, 2018; in the data active = activation above about 40%;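 also: 0% = vehicle and 100% = reference agonist at the receptor; some compounds past the cut are filed as inactive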
mcGAS lum: cyclic GMP-AMP synthase inhibitors, mouse, primary biochemical chemiluminescence; Q8C6L5; recombinant cGAS, Kinase-Glo ATP depletion luminescence; inhibition, % at 12.5 µM; actives 0.15% (n = 160,000); AID 1259399, 2018;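 also: 0% = negative control wells and 100% = reference inhibitor with no enzyme activity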
hcGAS inh: Primary biochemical luminescence assay for human cyclic GMP-AMP synthase inhibitors; inhibition, % at 12.5 µM; actives 0.081% (n = 290,000); recombinant h-cGAS, ATP depletion, Kinase-Glo luminescence;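 also: 0% = vehicle reaction and 100% = reaction without DNA for no activity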
Target sequence (Q8N884 whole entry, looked up): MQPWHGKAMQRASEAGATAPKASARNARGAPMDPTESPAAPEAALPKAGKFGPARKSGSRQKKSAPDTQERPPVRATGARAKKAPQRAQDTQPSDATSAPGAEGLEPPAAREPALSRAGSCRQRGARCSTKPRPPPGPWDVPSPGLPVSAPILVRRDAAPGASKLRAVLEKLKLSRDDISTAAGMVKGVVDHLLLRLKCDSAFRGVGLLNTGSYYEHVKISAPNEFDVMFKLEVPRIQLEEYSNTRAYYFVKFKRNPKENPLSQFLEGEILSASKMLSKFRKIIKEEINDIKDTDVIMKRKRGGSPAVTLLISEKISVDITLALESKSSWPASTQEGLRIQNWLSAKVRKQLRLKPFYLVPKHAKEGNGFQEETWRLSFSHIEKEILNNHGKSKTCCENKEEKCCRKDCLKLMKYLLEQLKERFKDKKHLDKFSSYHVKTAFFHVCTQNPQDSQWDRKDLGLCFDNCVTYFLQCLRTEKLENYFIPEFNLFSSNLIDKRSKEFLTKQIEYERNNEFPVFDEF
* = called active by the depositor; nt = no result given; & = joins results of further samples. Rule as the data show it, unless noted: active = inhibition above about 40%; inactive = the rest. Outcome played no part in choosing rows, and some 0.27% of all compounds hit somewhere here.

structure,NPYLR7 agonist,mcGAS lum,hcGAS inh
COc1cc(OC)cc(-c2nnc(SCC(=O)N3CCOCC3)n2-c2ccc(C)cc2)c1,5,-7,6
CCN(Cn1nc(Nc2ccc(C)c(Cl)c2)sc1=S)C1CCS(=O)(=O)C1 (stereo not given),-2,-7,-2
CCC(C(=O)N1CCSC1c1ccc(C(C)(C)C)cc1)c1ccccc1 (stereo not given),-13,0,-1
CNC(=O)N1CCC(C2CCN(S(=O)(=O)C(C)C)C2)CC1 (stereo not given),nt,-5,-8
Fc1ccccc1OCc1n[nH]c(=S)o1,7,-3,-4
Cc1cc(C)c(S(=O)(=O)N2CCN(C(=O)CC3C=CCC3)CC2)c(C)c1 (stereo not given),7,-6,-3
CC(=O)O/C(=C\Oc1ccccc1OC(C)=O)c1ccc([N+](=O)[O-])cc1,-4,nt,3
COC(=O)c1ccc(CSc2nc3c(cnn3-c3ccc(C)c(C)c3)c(=O)[nH]2)o1,-3,nt,-1
CCC(c1nc2ccccc2c(=O)n1-c1ccc(Br)cc1)N(CCOC)C(=O)c1ccc(Cl)cc1 (stereo not given),13,-5,-3
COc1cccc(C(=O)N2CCC3(CC2)OCC(C(=O)N2CCN(C)CC2)N3C(=O)c2ccccc2)c1 (stereo not given),2,-5,-4
CCCN=Cc1c(-c2ccccc2)[nH]n(-c2nc3ccccc3s2)c1=O,2,-2,54*
Cn1cc(-c2ccc3c(c2)N(CC2CCCCC2)C(=O)COC3)cn1,-3,nt,4
O=c1ccc(C(F)(F)F)cn1Cc1cc2c(cc1Br)OCO2,1,nt,-13
COCCCN(CC(=O)N1CCc2sccc2C1COc1ccccc1OC)C(=O)c1cccc(Cl)c1 (stereo not given),-2,-5,-5
Nc1c2c(nc3ccccc13)CCCC2,-5&-12&0&8&-11,-3&0,-2&0&-7&-7&-2&-2

Whole records from above. Values in the order: NPYLR7 agonist	mcGAS lum	hcGAS inh
Cc1cc(C)c(S(=O)(=O)N2CCN(C(=O)CC3C=CCC3)CC2)c(C)c1 (stereo not given) is entered as 7	-6	-3
COc1cccc(C(=O)N2CCC3(CC2)OCC(C(=O)N2CCN(C)CC2)N3C(=O)c2ccccc2)c1 (stereo not given) is entered as 2	-5	-4

Next entries:
structure,NPYLR7 agonist,mcGAS lum,hcGAS inh
CN(C)C(=O)CC1Sc2ccc(C(F)(F)F)cc2NC1=O (stereo not given),-3,nt,0
COc1coc(C(=O)Nc2ccc(F)c(Cl)c2)cc1=O,13,nt,-12
CCOC(=O)CSC1=C(C#N)C(c2cccc(Oc3ccccc3)c2)CC(=O)N1 (stereo not given),-3,-7,-3
CCOC(=O)C(Cc1ccc(Cl)cc1)NC(=O)C(=O)c1ccc(C2CCCCC2)cc1 (stereo not given),-10,-4,-8
Cc1cc(C(=O)CSc2nnc(C3CCCCC3)o2)c(C)n1C1CC1,1,nt,-6
Cc1noc(C)c1CN(C)C(=O)NC1CCN(c2ccccc2)CC1,4,nt,-6
CCC(=O)N1CCN(c2nc3nccc(C(C)(C)C)n3n2)CC1,6,-9,-9
CCOc1ccc(C(=O)OCC(N)=O)cc1OC,5,nt,-1
Cc1cc(-c2nc3cccnc3s2)ccc1NS(=O)(=O)c1ccc(F)cc1F,3,1,2
CN1CCN(C2=Nc3cc(F)ccc3Cc3ccccc32)CC1,-2,nt,-2
O=C(Nc1ccccc1)N1CCCC(OCc2ccc(C(F)(F)F)cc2)C1 (stereo not given),-3,nt,-6
Cc1cc(SCC(=O)N2CCC(n3cncn3)CC2)c(C)cc1Br,15,nt,-6
Cc1cccnc1CC(C)N(C)c1cc(CCN)ncn1 (stereo not given),9,nt,-8
CN(C)CC1(O)CCN(C(=O)Cc2ccc3c(c2)OCO3)C1 (stereo not given),15,nt,-4
Cc1ccc(C(=O)N2N=C(c3ccccc3)CC2c2nc3ccccc3[nH]2)cc1 (stereo not given),-4,-6,3

Next part.
structure,NPYLR7 agonist,mcGAS lum,hcGAS inh
Cc1cccc(Cn2c(=O)c(C(=O)O)nn(-c3cccc(Cl)c3)c2=O)c1,26,nt,2
CCOC(=O)c1nn(-c2ccccc2)c(=O)cc1N1CCC2(CC1)OCCO2,9,nt,-1
CCOC(=O)c1cnc(SC)nc1-c1ccc(F)c(CO)c1,4,nt,-8
CCC(C)Sc1nc2c(c(=O)[nH]c(=O)n2C)n1CCC(C)C (stereo not given),5,nt,4
CCOc1ccc2nc(N3CCCN(C4CCSCC4)CC3)nc(C)c2c1,5,-26,-7
CC(=O)C(C(=O)N(C)C)n1cnc2c(nnn2-c2ccc(C)c(C)c2)c1=O (stereo not given),-3,-10,-8
Cc1sc2nc(SCC(=O)NC3CCCC3)n(Cc3ccco3)c(=O)c2c1C,16,-3,-4
CCN(Cc1cnn(CC)c1)Cc1nc(-c2ccco2)no1,-4,-9,-7
COc1cccc(-c2cc(-c3ccc(C(=O)NCc4ccc(F)c(Cl)c4)cc3)[nH]n2)c1,24,-9,-7
Cc1ccc(C)c(COc2cccn3c(CCN4C(=O)c5c(C)cc(C)cc5CC(C)(C)C4=O)cnc23)c1,-2,nt,3
CCc1nn(CC(=O)NC(C)CC)c(=O)c2cc3occc3n12 (stereo not given),3,-3,-8
COc1ccc(C=CC(=O)Nc2nc(C)c3c(n2)CCCC3)cc1S(=O)(=O)N1CCOCC1,-2,0,-2
C=CCNCc1nccn1Cc1ccc(C)cc1,-17,0,-2
Cc1ccc(C(=O)N=Nc2c(O)n(CCc3ccccc3)c3ccccc23)cn1,-5,-6,-5
Cc1noc(-c2ccccc2)c1NC(=O)Nc1cccc2[nH]c([C@H]3C[C@H](O)[C@@H](CO)O3)nc12,13,-3,-5

Next part.
structure,NPYLR7 agonist,mcGAS lum,hcGAS inh
O=C(CC(c1ccc2c(c1)OCO2)c1c[nH]c2ccccc12)NCCN1CCOCC1 (stereo not given),nt,-3,0
CC(=O)NCCNc1nc2cc(-c3ccccc3)sc2c(=O)n1C,6,nt,-10
Cn1c(N)c(C2=NCCC2)c(=O)n1-c1ccccc1,3,nt,-7
CN(CC(=O)Nc1ccc(F)cc1)C(=O)CSc1nnc(-c2ccc(Br)cc2)o1,15,-9,-5
Cn1cc(/C=C/C(=O)N2CCCC(c3n[nH]c(=O)n3-c3ccccc3)C2)cn1 (stereo not given),9,nt,-5
O=c1c(Cl)c(N2CCN(C3CCS(=O)(=O)C3)CC2)cnn1-c1nc2ccccc2[nH]1 (stereo not given),0,nt,0
Clc1ccc(-c2[nH]ncc2CN2CCOC3(CNCCOC3)C2)cc1 (stereo not given),8,-12,-3
O=C(NCC1CCCO1)c1cc(COc2ccccc2F)[nH]n1 (stereo not given),-2,-10,1
CC(C)CCOc1ccc(CO[C@@H]2[C@H]3OC(C)(C)O[C@H]3O[C@@H]2C(O)CO)cc1 (stereo not given in full),-2,-1,-1
COc1ccc(C2(O)CN(c3ccccc3)C3=[N+]2CCS3)cc1OC (stereo not given),5,nt,-3
CCCS(=O)(=O)Nc1ccc(-c2ccc(OC)nn2)cc1,-2,-9,-10
Cn1c(SCC(=O)Nc2ccc3c(c2)OCO3)nnc1-c1ccccc1,10,-5,-21
CC(C)C(C)NC(=O)CSc1ncnc2sc3c(c12)CCC3 (stereo not given),-2,nt,-8
O=C(CN1CCOC(c2ccc(Cl)c(Cl)c2)C1)NCc1ccco1 (stereo not given),-1,nt,0
CCn1cc(C(=O)N2CC[C@@](C)(O)[C@@H](Cc3ccccc3)C2)cn1,0,nt,2

An excerpt from further up:
structure,NPYLR7 agonist,mcGAS lum,hcGAS inh
COc1cc(OC)cc(-c2nnc(SCC(=O)N3CCOCC3)n2-c2ccc(C)cc2)c1,5,-7,6
CCN(Cn1nc(Nc2ccc(C)c(Cl)c2)sc1=S)C1CCS(=O)(=O)C1 (stereo not given),-2,-7,-2
CCC(C(=O)N1CCSC1c1ccc(C(C)(C)C)cc1)c1ccccc1 (stereo not given),-13,0,-1
CNC(=O)N1CCC(C2CCN(S(=O)(=O)C(C)C)C2)CC1 (stereo not given),nt,-5,-8

The listing continues.
structure,NPYLR7 agonist,mcGAS lum,hcGAS inh
CC1c2cccn2CCN1S(=O)(=O)c1c(Cl)cc(Br)cc1Cl (stereo not given),-1,-4,-3
Cc1sc2nc(-c3cccs3)nc(NCCCO)c2c1C,-1,nt,7
Cc1ccc(C(=O)Nc2cccc(-n3nc(OCC(C)C)nc3-c3ccc(F)cc3)c2)cc1,14,-9,-9
O=C(Cc1cccs1)Nc1ccc(S(=O)(=O)N2CCCC2)cc1,8,nt,-4
O=C1CCC(C(=O)N2CCCC(N3CCN(c4cccc(C(F)(F)F)c4)CC3)C2)=NN1 (stereo not given),4,nt,-6
Cc1nn(S(=O)(=O)N(C)C)c(C)c1CN1C(=O)c2ccccc2C1=O,9,nt,-4
CC(Nc1ccc2c(c1)OCO2)c1nc(N)nc(N(C)C)n1 (stereo not given),0,nt,-7
C=C(C)CN(CC)C(=O)c1cn(C)c2ccc(C)cc2c1=O,nt,-1,2
COc1cc(OC)cc(N2CCC(NC(=O)c3ccccc3)C2)c1 (stereo not given),-1,nt,5
O=C(O)CCN1CCSC1=O,1,-5,-3
CSc1cccc(-n2c(CCN)n[nH]c2=O)c1,2,-15,0
Cc1cc(O)c(C(c2cccnc2)N2CCN(c3ccccc3)CC2)c(=O)n1Cc1ccco1 (stereo not given),11,nt,-12
COc1ccc(-n2c(=O)[nH]c3c(C(N)=O)nc(-c4ccco4)nc32)cc1OC,-5,-7,-10
C=CCOCC(O)CN1CCC(=O)N(Cc2ccco2)Cc2ccccc21 (stereo not given),6,-3,-8
COc1ccc(CCCNC(=O)c2ccc(-c3cccc(F)c3)nc2)cc1,4,nt,-4

(list continues)
structure,NPYLR7 agonist,mcGAS lum,hcGAS inh
Cc1ccnc(NS(=O)(=O)c2ccc(N)cc2)n1,-11&-4,-6,-2&-6
Cc1noc(C)c1CNCc1cnccc1NC(=O)OC(C)(C)C,5,-15,-4
O=C(CCC1CCN(C(=O)CC2=CCCCC2)CC1)N1CCC(Cc2ccccc2)CC1,-12,-3,-3
CCCCN(C)S(=O)(=O)c1ccc2c(c1)nc(SCc1ccc(OCC)cc1)n2C1CCCC1,12,-6,-10
C=CCNS(=O)(=O)c1cc2c3c(c1)CCN3C(=O)CC2,10,nt,6
Cc1cc(C)c(S(=O)(=O)N2CCN(c3nc4nccc(-c5cc(Cl)ccc5Cl)n4n3)CC2)c(C)c1,27,-5,-1
O=C1NC2(CCN(Cc3cccnc3)CC2)Nc2ccccc21,1,-3,-4
Cc1nc2n(n1)C(=O)C(C(c1cccc(F)c1)N1CC(C)OC(C)C1)S2 (stereo not given),0,nt,2
COc1ccc(CN(Cc2ccc(F)cc2)C(=O)c2cccc(Br)c2)cc1OCc1nc(CO)cs1,-1,-1,3
CCN1CCC(NC(=O)C2CCN(S(=O)(=O)c3c(C)cc(C)cc3C)CC2)CC1,7,-6,-5
Cc1cccc(-c2nnc(NC(=O)C(NC(=O)c3cccc(Br)c3)C(C)C)s2)c1 (stereo not given),21,-5,-2
O=C1C2C3C=CC(CC3)C2C(=O)N1/N=C\c1ccc(I)o1 (stereo not given),-10,-8,-6
N#Cc1cccc(NC(=O)/C=C/C(=O)O)c1,-2,-14,-7
Cc1nnc(SCCCNC(=O)C23CC4CC(CC(C4)C2)C3)s1,-3,-9,-6
COc1ccc(Cn2c(-c3ccccc3)nc3oc4ccccc4c(=O)c3c2=O)cc1,7,nt,-5

Carrying on:
structure,NPYLR7 agonist,mcGAS lum,hcGAS inh
COC(=O)c1ccc(-c2nc(CN(C)C3CCOC3)c(C)o2)cc1 (stereo not given),3,nt,-8
COC(=O)C(c1ccccc1F)C1C=CC(NC(=O)c2sccc2Cl)C1 (stereo not given),2,-5,-3
O=C(NCC1CCN(Cc2ccccc2)CC1)C(=O)NCC(F)(F)F,33,nt,0
O=C(O)CN1CC2N(C(=O)c3cccs3)C3CCC2(CC3)OC1=O (stereo not given),21,-9,-6
O=[N+]([O-])c1cc2c(cc1/C=N\Nc1nc(-c3ccccc3)c3cc(Br)ccc3n1)OCCO2,7,-6,-6
O=C(c1ccc(Cl)cc1)N(Cc1ccco1)Cc1nccn1Cc1cccc(F)c1,-5,-5,-3
Cc1ccc(Nc2nc(-c3cnc(N4CCN(C)CC4)nc3C)cc(=O)[nH]2)cc1,-3,nt,-6
CNC(=O)[C@H]1CN(C(=O)c2ccco2)[C@]2(C)C(=O)N(CCOC)c3ccccc3[C@H]12,4,-6,-7
CN(CC(=O)Nc1ccc(Cl)cc1)C(=O)Cc1ccccc1F,-2,nt,-5
COc1cc(C)ccc1Oc1cnn(C)c(=O)c1Nc1cccc(C(=O)NCC2CCCO2)c1 (stereo not given),1,-4,1
CC(C)n1ccc2c(nnc3c(-c4ccccc4)cnn32)c1=O,2,nt,-9

High-throughput results from PubChem.
